uPA generation: inhibitors of cell surface uPA generation; AID 540303; Potency, µM (titrated, usually from 38.3 µM), inactives show at the top dose activity change, negative = inhibition, actives largely listed as inhibitors; hit rate 0.31% among 330,000; cell surface uPA generation assay, qHTS; active = well fitted inhibition curve with a large enough effect; inconclusive = small, poorly fitted or top-dose-only effect; inactive = no such curve, though single readings can be large or run the other way; tested in mouse RAW 264.7 cells; also: potency is read from the fitted curve at half-maximal effect; % is scaled to controls: 0 for no effect and ±100 for the full control effect; nearly all actives have a fitted effect of over 55% in size
Eya2 phos inh: Eya2 (human) phosphatase inhibition; recombinant Eya2, OMFP fluorescence dephosphorylation (OMFP is methylfluorescein phosphate); O00167; hit rate 0.006% among 330,000; Potency, µM (top dose mostly 76.9 µM), inactives show at the top dose activity, negative = inhibition, most hits filed as inhibitors; also: potency is read from the fitted curve at half-maximal effect; % is scaled to controls: 0 for no effect and ±100 for the full control effect
Target sequence (O00167 whole entry, looked up): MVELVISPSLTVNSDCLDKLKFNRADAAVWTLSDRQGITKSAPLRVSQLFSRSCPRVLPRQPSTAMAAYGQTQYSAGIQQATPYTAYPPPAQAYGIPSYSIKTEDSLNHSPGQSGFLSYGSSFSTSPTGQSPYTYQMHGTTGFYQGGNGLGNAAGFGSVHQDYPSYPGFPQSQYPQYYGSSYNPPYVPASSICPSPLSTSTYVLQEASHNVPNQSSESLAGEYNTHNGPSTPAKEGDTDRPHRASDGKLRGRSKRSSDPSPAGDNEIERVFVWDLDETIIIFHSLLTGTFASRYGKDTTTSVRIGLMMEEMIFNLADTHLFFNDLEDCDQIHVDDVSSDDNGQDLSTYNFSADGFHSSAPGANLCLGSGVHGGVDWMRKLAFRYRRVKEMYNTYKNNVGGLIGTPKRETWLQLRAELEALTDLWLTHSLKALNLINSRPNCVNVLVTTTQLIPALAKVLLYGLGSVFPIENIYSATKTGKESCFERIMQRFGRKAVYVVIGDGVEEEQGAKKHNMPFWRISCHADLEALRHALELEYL
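Eya2 (0.2 uM) preincubated 10 min at ambient with compound, then OMFP substrate added at 50 uM; 10 min reaction in 50 mM HEPES pH 7.5, 50 mM NaCl, 5 uM MgCl2, 0.05% BSA, 1 mM DTT. Fluorescence read at Ex 485/Em 525 nm.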
TSG101-PTAP inh: blocks PTAP/TSG101 interaction to inhibit HIV-1 budding. Q99816. Fluorescence polarization, FITC-PTAP peptide / Tsg101 binding. Potency, µM (series often up to 115 µM), for inactives: at the highest dose activity change, negative = inhibition, usual class: inhibitors. 340,000 tested, under 10 active. AID 493005; active = well fitted inhibition curve with a large enough effect in the main read-out, with a control signal flat, not every such curve was filed as active; inconclusive = small, poorly fitted or top-dose-only effect, or effect the other way, or a change in a side signal; inactive = no such curve, though single readings can be large or run the other way; also: potency is read from the fitted curve at half-maximal effect; % of control where 0% means no effect
Target sequence (Q99816 whole entry, looked up): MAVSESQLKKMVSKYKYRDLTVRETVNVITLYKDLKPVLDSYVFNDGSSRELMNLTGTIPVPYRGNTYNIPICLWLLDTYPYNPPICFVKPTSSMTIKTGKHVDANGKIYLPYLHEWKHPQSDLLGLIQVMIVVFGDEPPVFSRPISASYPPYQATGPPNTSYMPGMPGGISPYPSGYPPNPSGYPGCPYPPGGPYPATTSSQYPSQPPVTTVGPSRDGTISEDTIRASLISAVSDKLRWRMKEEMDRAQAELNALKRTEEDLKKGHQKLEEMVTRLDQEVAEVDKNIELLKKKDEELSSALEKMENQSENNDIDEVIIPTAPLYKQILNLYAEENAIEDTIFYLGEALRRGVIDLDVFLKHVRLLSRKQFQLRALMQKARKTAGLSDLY
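Tsg101 binding domain (10 uM final) was mixed with compound and a FITC-labeled PTAP peptide (50 nM final) in HEPES pH 7.5 buffer with NaCl, Tween 20, EDTA and TCEP; fluorescence polarization was read after 20 min at r.t.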
TCR act: T cell receptor activation. Potency, µM (highest dose often 9.22 µM), inactives show at the highest dose activation of IL-2 secretion, hits mostly activators. primary human leukocytes, anti-CD3, IL-2 HTRF, 48 h. 330,000 tested, under 10 active; also: % of control where 0% means no effect
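HTRF read-out of IL-2 secretion: europium cryptate donor excited at 320nm, d2 acceptor emission at 665nm. Cells were primary human leukocytes incubated 48 hr with compounds and a-CD3 beads, supplying TCR signal only.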
Tb PFK block: inhibitors of T. brucei phosphofructokinase | O15648 | T. brucei PFK, ADP-Glo luminescence | Potency, µM (series often up to 57.5 µM), without a hit: at the highest dose activity, negative = inhibition, hits mostly inhibitors | hit rate 0.17% among 330,000;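 also: potency is read from the fitted curve at half-maximal effect; 0% = uninhibited 1x PFK enzyme wells and -100% = no-enzyme wells; nearly all actives have a fitted effect of over 60% in size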
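ADP-Glo luminescence quantified ADP after 45 min at room temperature, with 1.25 nM T. brucei PFK, 0.1 mM ATP and 0.5 mM fructose-6-phosphate in pH 8.0 TEA buffer. qHTS titrations up to 57 µM; curves classified by quality.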
TSHR antag: blocks TSH signaling through the human TSH receptor | activity change, negative = inhibition, % at 11.5 µM | P16473 | TSHR-expressing cells, TSH-stimulated cAMP HTRF, 2 h; stronger effect = lower value | hit rate 0.2% among 330,000;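 active = activity change below a set negative limit, meaning inhibition stronger than a set level, cut at about -70% in these data; inconclusive = activity change between two set negative limits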; also: % is scaled to controls: 0 for no effect and ±100 for the full control effect
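Antagonism was scored as loss of TSH-driven cAMP in TSHR cells, stimulated with 4nM TSH (EC80) for 2 hours at 37 deg C and detected by homogeneous HTRF competition immunoassay.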
Mito fusion yeast: inhibitors of mitochondrial division or activators of mitochondrial fusion | S. cerevisiae fusion-defective mutant growth rescue, CellTiterGlo 48 h | Potency, µM (series often up to 46.1 µM), for the others: at the top dose growth rescue (activation), hits mostly activators | hit rate 0.23% among 320,000;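 also: potency is read from the fitted curve at half-maximal effect; % of control where 0% means no effect; nearly all actives have a fitted effect of over 45% in size; temperature-sensitive fusion mutants such as fzo1-1 at 37 °C on non-fermentable ethanol glycerol medium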
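Read-out: ATP-based luminescence (CellTiterGlo, 10 min ambient) reporting growth of fusion-defective ts yeast after 48 hours at 37C on glycerol/ethanol YPEG medium in the presence of compound.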
USP2a block: inhibitors of human ubiquitin-specific protease USP2a; Potency, µM (series often up to 38.3 µM), for inactives: at the top dose activity change, negative = inhibition, actives largely listed as inhibitors; USP2 core, Ub-CHOP2 coupled fluorogenic reporter, 485/531; O75604; hit rate 0.01% among 330,000;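 also: potency is read from the fitted curve at half-maximal effect; plate controls were DMSO wells for no effect and full inhibition by NEM control for full effect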
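Cell-free coupled assay: 10nM USP2 core preincubated 30min RT with compound in Tris-HCl pH 8.0/CaCl2/CHAPS buffer, then 25nM Ub-CHOP2 and 25nM reporter substrate; fluorescence (Ex 485/Em 531) read after 60min RT, normalized to NEM inhibition, concentration-response curves fitted.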
ELG1 DNA repair: ELG1-dependent DNA repair inhibition; HEK293T ELG1-luciferase reporter, luminescence, 16 h; DNA damage induced by 5-fluorouridine; hit rate 2.3% among 330,000; AID 504467; Potency, µM (highest dose often 46.1 µM), without a hit: at the highest dose activity change, negative = inhibition, hits mostly inhibitors; also: potency is read from the fitted curve at half-maximal effect; % is scaled to controls: 0 for no effect and ±100 for the full control effect; nearly all actives have a fitted effect of over 55% in size
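Reporter activity after DNA damage by 5-fluorouridine is monitored. Compound-treated cells incubate 16 hr at 37 °C, then ONE-Glo is added for 30 min before luminescence reading.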
BCR signal inh: blocks chronic active B-cell receptor signaling | Potency, µM (titrated, usually from 46.1 µM), for inactives: at the highest dose ratio change, negative = lower green/red ratio, usual class: inhibitors | ABC-DLBCL IkBa-CBG/CBR reporter, luminescence ratio, 4 h | hit rate 0.05% among 340,000 | AID 493014; active = well fitted inhibition curve with a large enough effect in the signal ratio, with a control signal flat, not every such curve was filed as active; inconclusive = small, poorly fitted or top-dose-only effect, or effect the other way, or a change in a side signal; the % refers to the signal ratio;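 also: potency is read from the fitted curve at half-maximal effect; plate controls were basal doxycycline-induced cells for no effect and cells given 10 µM MG132 for full effect; MG132 reads +100%, hits lower the ratio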
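Compounds up to 46 uM were incubated four hours with TMD8 cells whose green CBG68 luciferase is fused to IkappaBalpha; red CBR luminescence normalised the signal, and concentration-effect curves were fitted to fusion, red and ratio data.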
B2AR arrestin: agonists driving beta-arrestin recruitment to human beta2-adrenergic receptor | P07550 | hit rate 0.02% among 330,000 | beta-arrestin recruitment to beta2AR, cell-based reporter | Potency, µM (series often up to 46.1 µM), for inactives: at the highest dose activation, actives largely listed as activators;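 also: potency is read from the fitted curve at half-maximal effect; 0% = DMSO controls and full agonism = EC100 isoproterenol or metaproterenol; nearly all actives have a fitted effect of over 65% in size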
An asterisk follows results filed as active; ? = inconclusive; nt = no result given; & = joins results of further samples; [ ] = dose if it differs, or a comment. Unless noted, calls follow the shape of the dose curve; as a rule, active = well fitted curve in the direction sought with a large enough effect; inconclusive = small, poorly fitted or top-dose-only effect, or another doubt; inactive = no such curve, though single readings can be large; an effect the other way counts as inactive or inconclusive.

SMILES	uPA generation	Eya2 phos inh	TSG101-PTAP inh	TCR act	Tb PFK block	TSHR antag	Mito fusion yeast	USP2a block	ELG1 DNA repair	BCR signal inh	B2AR arrestin
O=C1C=C(NCc2ccco2)CCC1	3%	-14%[15.4 µM]	-1%	nt	0%	0	0%	-1%	-3%	0%	0.0%
Cc1ccc(C)c2c1cc(C)c1nnc(SCC(=O)N3CCCc4ccccc43)n12	3%	2%	-5%	-7%[46.1 µM]	1%	0	0%	9%	?	11%	-0.6%
NC(=O)C1c2ccccc2Oc2ccccc21	-1%	1%	-4%	-7%	1%	8	4%	2%	1%	-2%	0.3%
COc1ccc(N2CCN(C3CCCN(S(=O)(=O)c4ccccc4)C3)CC2)cc1 (configuration not stated)	-6%	-5%	-10%	-10%	-5%	25	5%	0%	-21%	-4%	-0.2%
FC(F)(F)c1cnc(COc2cc(Cl)cc(Cl)c2)c(Cl)c1	0%	15%	-11%	2%	0%	27	-3%	-1%	?	-2%	6.3%
COc1ccc(C(=O)N/N=C/c2ccc(OC)c(CN3CCN(c4ccc(F)cc4)CC3)c2)cc1	1%	-2%	-1%	2%[46.1 µM]	-3%	7	3%	1%	21µM*	-9%	-0.8%
CCN(CC)c1ccc(NC(=S)NC(=O)C2CCC2)cc1	6%	-5%	1%	4%	-2%	7	-6%	1%	12%	?	7.5%
CN1CCN(C(=O)c2cnn(-c3ccccc3)c2NC(=O)c2ccccc2)CC1	-16%	14%	-10%	0%	-1%	17	-3%	1%	-6%	-3%	-0.2%
Cc1cccc2cc(C#N)c(SCC(=O)NCC3CCCO3)nc12 (configuration not stated)	-3%	-6%	3%	4%[46.1 µM]	-3%	175	-4%	1%	13%	7%	-0.1%
Cc1ccccc1C(=O)O/N=C(\N)Cc1cccs1	-16%	-1%	-6%	1%	1%	1	-6%	3%	?	?	-1.2%
CCOc1ccc(NC(=O)COc2ccc(-n3cnnn3)cc2)cc1	4%	2%	0%	6%	-3%	-13	-2%	3%	?	2%	-3.7%
CCCCSCCCNC(=O)C1CCC(CNS(=O)(=O)c2ccccc2)CC1 (configuration not stated)	1%	-1%	-3%	11%	-17%	-16	16%	0%	?	-2%&-2%	-0.2%
CN(CC(=O)Nc1cccc(F)c1)C(=O)CN1c2cccc3cccc(c23)S1(=O)=O	6%	2%	-1%	-17%	-28%	-17	0%	-5%	?	-14%	-0.7%
O=C(CC1(O)C(=O)N(Cc2ccccc2Cl)c2ccccc21)c1ccco1 (configuration not stated)	-7%	19%	-7%	-21%	-16%	-2	-3%	-1%	-15%	-3%	-0.2%
CN(C)c1ccc(C(c2ccc(N(C)C)cc2)c2ccc([N+](=O)[O-])cc2)cc1	0%	6%	0%	-1%	2%	-13	8%	1%	-20%	8%	-0.6%
CCCNC(=O)c1ccc2nc(-c3ccccc3)c(-c3ccccc3)nc2c1	5%	14%	-5%	3%	-17%	-3	17%	1%	?	8%	-0.9%
CCN(CC)CC(=O)N1c2ccccc2Sc2ccccc21	-2%	-1%	-1%	-19%	-1%	-2	-4%	3%	-3%	5%	0.0%
C=CCN1C(=O)/C(=C/c2cccs2)S/C1=N\S(=O)(=O)c1ccc(F)cc1	1%	-16%	0%	8%[46.1 µM]	-4%	4	1%	0%	1%	0%	-0.4%
NNC(=O)c1ccc(O)cc1O	5%	-1%	0%	-2%[46.1 µM]	-8%	-1	-7%	2%	?	?	-0.1%
Cc1ccc(OCC(=O)N2CCN(S(=O)(=O)c3ccc4c(c3)OCCO4)CC2)c(C)c1	2%	-9%	-1%	8%	1%	-5	9%	1%	-25%	-5%	0.2%
CCC(OC(=O)CN1C(=O)C(=O)c2ccccc21)C(=O)Nc1ccccc1OC (configuration not stated)	-2%	5%	-10%	-6%	6%	1	-2%	0%	12%	-1%	0.1%
CCOC(=O)c1cc(-c2ccccc2C)nn1Cc1cc(CC)no1	2%	0%	2%	1%	0%	-16	20%	3%	?	?	0.5%
Cn1nc(-c2ccc(Cl)cc2)cc1NC(=O)CSCC(=O)O	-1%	-9%	-1%	10%	-3%	-3	2%	0%	7%	?	-1.0%
OCCN(Cc1ccccc1)Cc1ccccc1F	12%	-39%	nt	nt	-6%	-4	2%	-2%	3%	3%	-0.3%
CC(C)(CO)Nc1nc(Nc2ccccc2)nc(Nc2ccccc2)n1	0%	2%	-2%	-6%[46.1 µM]	1%	-7	13%	0%	?	20%	-0.2%
COc1cccc(NS(=O)(=O)Cc2ccccc2)c1	0%	6%	-6%	-1%	0%	5	2%	-1%	15%	8%	0.3%
O=C(Cn1cc[n+](CC(=O)c2ccc(Cl)cc2Cl)c1)c1ccc(Cl)cc1Cl	9%	-19%	0%	0%	6%	2	-3%	-6%	?	?	-0.5%
C=C(C)CC1N(c2cccc(OC)c2)C(=O)[C@@H]2C(C(=O)O)[C@H]3C=C[C@@]12O3 (some centres not stated)	-2%	5%	-5%	-1%	2%	3	3%	2%	-10%	2%	0.0%
CN(C)/C=C1\Cc2ccccc2C1=O	-15%	3%	0%	-4%	3%	0	-5%	-1%	?	-19%	-0.8%
COc1cccc(C(=O)OCC(=O)NCCC2=CCCCC2)c1	2%	-11%	1%	2%[46.1 µM]	3%	-7	nt	0%	?	-1%	-0.3%
Cc1ccc(NC(=O)c2ccc(NS(=O)(=O)/C=C/c3ccccc3)cc2)nc1	-2%	-3%	-2%	1%	0%	0	4%	0%	-7%	?	-1.1%
CCOC(=O)CSC1=C(C#N)C(c2ccccc2OC)CC(=O)N1 (configuration not stated)	?	10%	0%	-7%	-5%	9	0%	4%	-15%	3%	0.0%
CCOC(=O)c1sc(=NC(=O)/C=C/c2cccs2)n(C)c1C	0%	-13%	-5%	-4%	2%	-2	12%	0%	?	3%	0.1%
CCOCCCN1CC(C(=O)NCCc2ccc(C)cc2)CC1=O (configuration not stated)	11%	-2%	-10%	-3%	-2%	4	-2%	2%	-4%	0%	-0.5%
O=c1nc2ccccc2c2n1CC(CN1CCN(C(c3ccccc3)c3ccccc3)CC1)N2 (configuration not stated)	0%	-5%	-2%	1%	1%	1	4%	1%	?	1%	-0.1%
CC(Oc1ccc(F)cc1)C(=O)Nc1ccccc1C(=O)N1CCCCC1 (configuration not stated)	-15%	-7%	-4%	6%	-3%	11	6%	2%	-31%	?	-4.0%
CCCC[n+]1ccn(-c2nc3ccccc3nc2[N-]S(=O)(=O)c2ccc(C)cc2)c1	3%	15%	-14%	1%	1%	-2	-1%	2%	-4%	13%	-0.3%
Cc1ccc2c(c1)nnn2C1CCN(CC(=O)Nc2ccccc2N2CCOCC2)CC1	-6%	-12%	-1%	nt	-1%	-11	-1%	0%	?	7%	0.3%
C[N+](C)(C)CCCNC(=O)c1ccc(/C=N/O)nc1	1%	8%	0%	-9%	1%	26	12%	1%	11%	4%	0.0%
COc1ccc(NC(=O)c2cccnc2SC)cc1S(=O)(=O)N1CCCCC1	0%	1%	0%	0%[46.1 µM]	0%	3	-1%	3%	0%	0%	0.2%
O=C(COC(=O)c1cccc(O)c1)Nc1ccc(OC(F)F)cc1	2%	15%	-2%	8%	4%	-4	-5%	12%	4%	-11%	-0.1%
COc1ccc(OC)c(NC(=O)c2cc(S(=O)(=O)N(C)C)ccc2N2CCCC2)c1	4%	7%	-1%	-38%	0%	-4	-1%	-1%	-12%	-4%	-0.3%
C=CCc1ccc(OCC(O)CN2CCCCC2)c(OC)c1 (configuration not stated)	2%	13%	-7%	-7%	-4%	-6	-3%	1%	-5%	1%	-0.1%
